# Screening results as filed in PubChem.
# MITF inh = human MITF inhibition, primary screen; O75030; AlphaScreen MITF homodimerization, bead proximity signal; inhibition, % at 2.6 µM; 0.91% of 650,000 active; AID 1259374; in the data active = inhibition above about 50%;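 also: 0% = vehicle wells with protein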
# Target sequence (O75030 whole entry, looked up): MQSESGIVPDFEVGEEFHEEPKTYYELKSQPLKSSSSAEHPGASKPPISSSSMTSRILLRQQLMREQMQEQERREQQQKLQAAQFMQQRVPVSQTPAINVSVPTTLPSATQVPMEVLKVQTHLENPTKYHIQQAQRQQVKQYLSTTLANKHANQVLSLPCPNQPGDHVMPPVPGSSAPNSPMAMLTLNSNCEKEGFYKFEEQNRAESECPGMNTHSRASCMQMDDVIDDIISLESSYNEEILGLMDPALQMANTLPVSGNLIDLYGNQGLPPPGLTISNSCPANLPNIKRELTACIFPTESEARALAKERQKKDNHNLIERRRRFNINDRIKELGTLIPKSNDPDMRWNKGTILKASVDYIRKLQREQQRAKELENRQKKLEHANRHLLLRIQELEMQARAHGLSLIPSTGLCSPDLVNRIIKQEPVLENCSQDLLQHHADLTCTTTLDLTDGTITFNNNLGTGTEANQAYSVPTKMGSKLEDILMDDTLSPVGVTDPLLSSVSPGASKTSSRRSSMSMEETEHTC
# GPR151 ag = human GPR151 activation; PathHunter beta-arrestin GPR151 cells, luminescence; activation, % at 11.2 µM; 1% of 650,000 active; AID 1508602; in the data active = activation above about 4.9%;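 also: 0% = median of compound wells and 100% = cells with positive control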
# Target sequence (Q8TDV0 whole entry, looked up): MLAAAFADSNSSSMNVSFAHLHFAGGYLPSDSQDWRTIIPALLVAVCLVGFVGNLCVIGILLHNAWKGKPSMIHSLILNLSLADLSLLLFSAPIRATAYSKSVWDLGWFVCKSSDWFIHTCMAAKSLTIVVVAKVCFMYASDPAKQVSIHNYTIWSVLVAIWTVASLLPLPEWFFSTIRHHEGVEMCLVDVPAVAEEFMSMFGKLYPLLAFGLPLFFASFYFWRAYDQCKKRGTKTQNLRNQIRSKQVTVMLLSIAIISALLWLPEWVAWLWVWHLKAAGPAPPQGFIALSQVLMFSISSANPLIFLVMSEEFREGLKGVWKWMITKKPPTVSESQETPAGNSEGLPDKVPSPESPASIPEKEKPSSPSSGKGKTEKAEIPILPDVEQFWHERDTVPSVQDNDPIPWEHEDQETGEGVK
# FBW7 act = activators of human E3 ligase FBW7. Q969H0. AlphaScreen FBW7–phospho-cyclin E peptide binding, activator screen. 0.13% of 650,000 active. AID 1259310. normalized activity (activation), % at 26.1 µM; in the data active = normalized activity above about 1.9%;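 also: purified mutant Fbw7 with reduced substrate affinity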
# TEAD-YAP inh = TEAD-YAP interaction inhibition; inhibition, % at 9.12 µM; AID 1259422; HEK-TIYL cells, TEAD-Gal4/YAP UAS-luciferase luminescence; 1.4% of 640,000 active; in the data active = inhibition above about 32%;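 also: 0% = median of test compound wells and 100% = reference inhibitor wells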
# The depositor's hits bear a star.
molecule	MITF inh	FBW7 act	GPR151 ag	TEAD-YAP inh
O=C(CSc1ncn[nH]1)Nc1ccccc1	6	0.0	-1.0	9
COc1ccc(Cn2c(C)c(C)n3c4c(=O)n(CCC(C)C)c(=O)n(C)c4nc23)cc1	5	-0.4	0.2	-1
CCn1c(C(=O)O)c(CC(=O)N(C)c2ccc(Br)cc2)c2ccccc21	10	0.7	-0.7	2
C[C@H]1NC(=O)[C@@H]2C[C@H](NC(=O)c3cccs3)CN2C1=O	0	0.0	-0.8	1
NNC(=O)c1cc(-c2ccccc2)nc2ccccc12	16	0.5	-0.4	1
CC(=O)c1c(C)[nH]c(C(=O)Nc2cccc(S(=O)(=O)N3CCOCC3)c2)c1C	4	-0.1	-0.9	2
CCN1CCN(C(=O)C2=CC(c3ccco3)=NS(=O)(=O)N2C)CC1	-6	0.0	2.4	-8
COc1ccc(C)cc1NC(=O)NCc1noc2ccc(C)cc12	-3	-0.1	-0.3	1
CCc1nc2sc3c(c2c2n[nH]c(=S)n12)CCC3	7	0.2	1.0	3
Cc1ccc2c(c1)-c1c(cnn1CC(=O)Nc1ccc(Cl)cc1)CO2	6	-0.1	-0.3	-6
COc1ccc2[nH]cc(CCNC(=O)Nc3ccc(Cl)cc3)c2c1	2	0.2	1.0	10
CCOc1ccccc1-c1nc(COC(=O)c2nnn(-c3ccc(C)c(F)c3)c2C)c(C)o1	-11	-0.2	0.9	6
C=Cn1ccc(CCC)c1-c1cccs1	0	-0.2	0.4	3
CCOCc1cn(CC(=O)c2cccs2)c(C)nc1=N	-3	0.0	-1.4	1
Cc1nc2nc[nH]n2c(=O)c1CC(=O)O	-13	-0.1	0.2	0

# The results go on.
molecule	MITF inh	FBW7 act	GPR151 ag	TEAD-YAP inh
CC(C)CNS(=O)(=O)c1ccc(S(=O)(=O)N2CCC(N3CCCCC3)CC2)cc1	-5	0.1	0.2	7
CCOC(=O)/C(=C/c1ccc(-c2ccc([N+](=O)[O-])cc2)o1)C(C)=O	-3	-0.1	-1.4	-1
Cc1ccc(S(=O)(=O)NCCc2csc(C)n2)cc1	10	-0.2	-0.5	-4
N#CCC(=O)Nc1ccc(C(=O)OCC(=O)Nc2ccc(F)c(Cl)c2)cc1	4	0.1	-0.9	6
COc1cccc(OC)c1CN1CCC2(CCC(CNC(=O)c3cccc(F)c3)O2)CC1 (stereo not given)	19	-0.1	-0.4	9
COc1ccccc1/C=C1/SC(=S)N(Cc2ccco2)C1=O	-11	-0.5	0.3	-3
O=C(NC(Cc1ccccc1)C(=O)O)/C(=C/c1cccc([N+](=O)[O-])c1)NC(=O)c1cccc(Br)c1 (stereo not given)	5	-0.1	0.7	-6
O=C1OC(c2ccc(Br)cc2)=N/C1=C\c1ccc(Cl)cc1Cl	-3	-0.1	1.8	-3
Cc1ccc(OCC(O)CN2CCN(c3ccccc3F)CC2)c(C)c1 (stereo not given)	2	-0.1	0.0	-2
c1ccc(Oc2ccccc2-c2cnc3ccc(NCc4ccncc4)nn23)cc1	10	0.2	0.1	0
O=C(CN1C(=O)C2CC=CCC2C1=O)N1CCN(c2ccccc2)CC1 (stereo not given)	8	0.0	-0.8	3
c1ccc(-c2cc(NC3CC3)nc(-c3cccnc3)n2)nc1	-4	-0.1	0.7	-3
C/C(=N\NC(=O)C1CC1)c1ccccc1O	-8	0.3	-1.0	-20
CC(C)CN1CCc2nnc(C(C)NC(=O)C3CCOCC3)n2CC1 (stereo not given)	10	0.2	-1.3	9
O=C(CCCn1nnc(-c2c[nH]c3ccccc23)n1)c1ccc(F)cc1	8	0.0	-0.4	-2

# Compound profiles, as listed above:
# c1ccc(Oc2ccccc2-c2cnc3ccc(NCc4ccncc4)nn23)cc1 across the screens: MITF inh: 10; FBW7 act: 0.2; GPR151 ag: 0.1; TEAD-YAP inh: 0
# O=C(CCCn1nnc(-c2c[nH]c3ccccc23)n1)c1ccc(F)cc1 across the screens: MITF inh: 8; FBW7 act: 0.0; GPR151 ag: -0.4; TEAD-YAP inh: -2
# Cc1ccc(OCC(O)CN2CCN(c3ccccc3F)CC2)c(C)c1 (stereo not given) across the screens: MITF inh: 2; FBW7 act: -0.1; GPR151 ag: 0.0; TEAD-YAP inh: -2

# Next entries.
molecule	MITF inh	FBW7 act	GPR151 ag	TEAD-YAP inh
COc1cc(NC(=O)c2cc(-c3cc(C)ccc3C)nc3ccccc23)c(OC)cc1Cl	-3	-0.1	0.2	-5
COc1ccc(-c2noc(CSc3nnc(C)n3-c3cccc(C)c3)n2)cc1OC	-1	-0.2	2.7	8
O=C(Nc1ccc(-c2nc3ncccc3o2)cc1)c1ccc(Cl)c([N+](=O)[O-])c1	-4	0.4	-1.2	-5
COc1c(Cl)cc(Cl)cc1C1N(Cc2ccc(Cl)cc2)CCN1Cc1ccc(Cl)cc1	-6	0.0	3.0	-10
COc1cc(/C=C2\N=C(c3ccc(OC)c([N+](=O)[O-])c3)OC2=O)ccc1OC(C)=O	-3	0.0	0.4	-4
CCCCCCC1CC(CCc2nc(=S)[nH][nH]2)C(=O)O1 (stereo not given)	-8	-0.1	1.6	9
CCc1ccc(OCCCC(=O)Nc2ncn[nH]2)cc1	1	-0.1	0.3	-1
C=CCOc1ccc(/C=N/NS(=O)(=O)c2ccc(C)cc2)cc1OCC	9	0.2	0.6	-3
CCOC(=O)c1sc2ncn(CC(=O)Nc3ccc(C(C)C)cc3)c(=O)c2c1C	-10	0.2	3.1	-4
CC12CCC3C(C)(C)C31C(=O)N(NC(=O)c1ccc(O)cc1)C2=O (stereo not given)	-2	0.1	1.6	7
CCn1cc(C(=O)N2CCN(Cc3ccc4c(c3)OCO4)CC2)c(=O)c2ccc(C)nc21	-1	0.1	0.4	4
O=C(NC1CC(=O)N(c2ccc3c(c2)OCCO3)C1)c1cccc2ccccc12 (stereo not given)	15	1.1	-0.1	13
CCc1ccc(NC(=O)Cn2c(C)cc3ccccc3c2=O)cc1	9	0.1	1.0	4
O=C(Cc1ccc([N+](=O)[O-])cc1)Nn1c(-c2cccs2)nc2ccccc2c1=O	-9	-0.1	0.0	6
CC(C)n1c(-c2ccc(C(=O)NC3CC3)cc2)nc2c(NCCc3ccc(O)cc3)ncnc21	-8	-0.1	-1.9	-1

# Continuation:
molecule	MITF inh	FBW7 act	GPR151 ag	TEAD-YAP inh
COc1cccc(C(=O)NCCS(=O)(=O)N2CCN(c3ccccc3F)CC2)c1	-15	-0.4	0.1	20
CC(C)N(CCNc1nc(-c2csc3ccccc23)nc2c1ncn2C1CCCCC1)C(C)C	0	-0.2	-0.5	2
CCCCCOc1ccc(OC(=O)c2cccnc2)cc1	-4	-0.1	0.1	-16
CC(C)OC(=O)c1cccc(C(=O)Oc2ccc(Cl)cc2Cl)n1	8	0.0	-0.2	16
CC1CCCCN1C(=O)Cn1c(=O)n(CC(=O)NCc2ccco2)c(=O)c2sccc21 (stereo not given)	1	0.0	-1.2	-5
O=C(Cn1cnc2ccccc2c1=O)NCCn1nnn(-c2ccccc2)c1=O	-1	0.0	-0.3	13
CCOC(=O)C1=C(C)N=c2s/c(=C\c3cc(Cl)ccc3OC)c(=O)n2C1c1ccc(F)cc1 (stereo not given)	-7	-0.2	0.5	1
CCOC(=O)c1c(NC(C)=O)sc(C(=O)CC)c1C	10	0.0	-0.1	0
CCOc1ccc(OCC)c(NS(=O)(=O)c2ccc3c(c2)oc(=O)n3C)c1	6	0.1	-1.2	-10
COc1cccc(C(=O)ON=C2C=CC(=O)C=C2)c1	-9	-0.3	-0.2	-25
COc1cccc(NC(=O)CSc2nnnn2C2CCCCC2)c1	20	0.2	0.0	-6
COc1ccc(/C=C2\SC(=S)N(CCC(=O)NCCO)C2=O)cc1	25	-0.1	5.1*	-19
CC(=O)Nc1ccc(S(=O)(=O)Nc2ccc(S(=O)(=O)Nc3ncccn3)cc2)cc1	16	0.2	0.0	1
O=C1C=C(NNC(=O)c2ccc(Cl)cc2)CC(c2ccco2)C1 (stereo not given)	19	0.1	0.5	0
O=C(NC1CC1)c1csc(Nc2ccncn2)n1	1	0.5	-0.5	-16

# Following part
molecule	MITF inh	FBW7 act	GPR151 ag	TEAD-YAP inh
CN(C)C(=O)c1cccc(-c2cnc(NCc3ccc(Cl)c(Cl)c3)c3nccn23)c1	-4	0.0	-0.3	-27
O=C(CC12CCC(CC1)C2)NCc1ccc2c(c1)OCO2	12	1.1	0.9	3
OCCC1CN(Cc2cnn(-c3ccc(F)cc3)c2)CCN1Cc1ccsc1 (stereo not given)	0	-0.1	-0.2	10
O=C1N(C2Cc3ccccc3C2)C[C@@H]2C[C@@H](c3cccn3-c3ncccn3)N3CCC[C@@]123	13	-0.1	0.0	0
CCOC(=O)C(CC)n1cnc2c(nnn2-c2cccc(OC)c2)c1=O (stereo not given)	0	0.3	-0.1	-10
Cc1cc(Nc2ccc(F)cc2)n2nc(C)nc2n1	-16	-0.1	-1.6	-1
CCOc1cc(N2CCOCC2)c(OCC)cc1N=Cc1ccc([N+](=O)[O-])o1	30	0.0	0.0	6
CC1=Nc2cc([N+](=O)[O-])ccc2/C1=C/c1sc(=S)[nH]c1O	16	0.2	0.2	4
CC(=O)Nc1ccc(S(=O)(=O)Nc2ccccc2Cl)cc1	5	0.0	3.8	8
COc1ccc(CNC(=O)CCC2(Cc3ccc(Cl)cc3)CCC(=O)N2)cc1OC (stereo not given)	-2	-0.3	0.4	1
CC(C)CCn1c(NCCO)nc2c1c(=O)n(C)c(=O)n2C	-3	-0.1	0.7	29
CN1CCC2(CC1)OCc1cc(-c3cccc(CO)c3)ccc1O2	14	0.1	3.6	-8
O=C(OCc1cc(-c2ccccc2F)on1)c1cccs1	-5	0.1	-0.9	-37
COc1ccccc1N1CCN(c2ncnc3sc(C(=O)NCCC4=CCCCC4)c(C)c23)CC1	7	-0.1	0.6	-4
CC(C)(C)C(=O)Nc1nnc(-c2ccc(Cl)cc2)o1	-16	-0.2	0.9	3

# Further records.
molecule	MITF inh	FBW7 act	GPR151 ag	TEAD-YAP inh
O=C(CSCc1c(F)cccc1Cl)Nc1ccc2c(c1)OCCO2	10	0.3	-0.7	-58
Cc1cc(OCC(=O)Nc2nccs2)ccc1Br	8	-0.1	-1.7	-6
CCCCN=C1NS(=O)(=O)c2ccccc21	6	0.1	2.1	-8
C=CCn1c2ccccc2n2cc(-c3ccc(Br)cc3)nc12	-6	-0.2	0.0	2
COCCNC(=S)NNC(=O)c1cccs1	-1	-0.2	0.2	-14
O=C(/C=C/Nc1ccc(I)cc1)c1cccs1	23	0.0	0.4	41*
Cn1cc(I)c(C(=O)NNC(=O)Nc2ccc([N+](=O)[O-])cc2)n1	-4	-0.2	-1.1	0
Cc1ccc(C(=O)Nc2ccc3oc(-c4ccc(F)cc4Cl)nc3c2)cc1[N+](=O)[O-]	24	0.2	0.0	0
CC1(C)CC(NCc2ccc(C#N)cc2)CC(C)(C)N1	14	0.1	0.8	-1
O=C1C(=O)N(c2nccs2)C(c2cccc([N+](=O)[O-])c2)/C1=C(\O)c1ccc(Br)cc1 (stereo not given)	-3	0.0	1.2	1
Cc1cc(C)cc(NC(=O)CSc2nc3ccccc3n2S(=O)(=O)c2ccc(Cl)cc2)c1	0	-0.1	0.3	4
COc1ccc(Cc2nnc(N/N=C(\C)c3ccc([N+](=O)[O-])cc3)[nH]c2=O)cc1	-7	-0.4	1.5	3
NC(=O)c1ccccc1OCc1cccc([N+](=O)[O-])c1	-10	0.0	0.1	-17
COc1ccc(/C=C(\NC(=O)c2ccc(C)cc2)C(=O)N2CC3CC(C2)c2cccc(=O)n2C3)cc1 (stereo not given)	-3	0.0	-1.3	-1
COc1ccc(/C=C(/C#N)c2nc(-c3ccc(-c4ccccc4)cc3)cs2)cc1OC	-14	-0.2	0.1	-6

# Looked up above:
# Result of `NC(=O)c1ccccc1OCc1cccc([N+](=O)[O-])c1` in GPR151 ag: 0.1
# Result of `O=C(/C=C/Nc1ccc(I)cc1)c1cccs1` in TEAD-YAP inh: 41*

# Continuation.
molecule	MITF inh	FBW7 act	GPR151 ag	TEAD-YAP inh
C=CCn1c(N2CCN(c3ccccc3)CC2)nc2c1c(=O)n(C)c(=O)n2C	1	-0.1	0.7	-10
Cn1c(=O)c2c(SCC(=O)NC3CCCC3)nc(-c3cccs3)nc2n(C)c1=O	1	-0.1	0.1	9
COC(=O)c1ccc(NC2CCCCC2NS(=O)(=O)c2ccc(C)cc2)cc1 (stereo not given)	-12	-0.2	-0.1	6
COc1cc(/C=N/O)cc(Br)c1OCc1ccc([N+](=O)[O-])cc1	12	0.1	1.5	1
C=CCn1c(SCC(=O)N2CCOCC2)nnc1-c1ccccc1	19	0.8	-2.2	-4
O=C(N/N=C\c1ccccc1[N+](=O)[O-])c1ccccn1	-4	-0.4	-3.3	-46
NCCc1c(-c2ccc(F)cc2)[nH]c2ccccc12	-5	0.1	-1.3	-7
CCN(Cc1ccccc1)S(=O)(=O)c1ccc(F)c(C(=O)Nc2cc(C)ccc2C)c1	5	-0.1	-0.7	3
O=C(NC1C=CS(=O)(=O)C1)Oc1ccccc1 (stereo not given)	-12	0.0	1.8	-1
Cc1cn(C)nc1C(=O)Nc1nc2ccc(Cl)cc2s1	-12	-0.2	-2.5	-83
CC(C)(C)NC(=O)c1ccc2c(c1)C(=O)N(C1CCCCC1)C2=O	-1	-0.1	1.7	-36

# Retrieved by structure from above (2):
molecule	MITF inh	FBW7 act	GPR151 ag	TEAD-YAP inh
CCCCCOc1ccc(OC(=O)c2cccnc2)cc1	-4	-0.1	0.1	-16
Cc1cn(C)nc1C(=O)Nc1nc2ccc(Cl)cc2s1	-12	-0.2	-2.5	-83
